Screening data as filed in PubChem.
ERK EGF inh: qHTS Assay for Inhibitors of the ERK Signaling Pathway using a Homogeneous Screening Assay; Stimulation with EGF; HEK293-V1b, EGF-stimulated phospho-ERK AlphaScreen; Potency, µM (top dose mostly 11.5 µM), inactives show at the highest dose activity change, negative = inhibition, hits mostly inhibitors; hit rate 0.41% among 130,000; active = well fitted inhibition curve with a large enough effect; inconclusive = small, poorly fitted or top-dose-only effect, or effect the other way;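 also: plate controls were stimulated vehicle wells for no effect and unstimulated vehicle basal for full effect; nearly all actives have a fitted effect of over 55% in size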
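Stably V1b-transfected HEK293 cells; 30 min compound, then EGF 25 nM final for 5 min at 37C; 10 min lysis; phospho-ERK by AlphaScreen after 5 hr beads at room temperature.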
An asterisk follows results filed as active; ? = inconclusive; [ ] = dose if it differs, or a comment. Potency is read from the fitted curve at half-maximal effect. A portion of the library; count on the stated rates, not on these rows.

SMILES	ERK EGF inh
Cc1cc(NC(=O)c2cc(-c3ccccc3C)nc3ccccc23)no1	8.4%
CCOC(=O)/C(=N\Nc1cc(Cl)ccc1Cl)N1CCN(CC)CC1	10.5%
CN(C(=O)COC(=O)CCc1c[nH]c2ccccc12)C(c1ccccc1)c1ccccc1	?
COc1cc([N+](=O)[O-])ccc1NC(=O)CCCOc1cc(C)ccc1C	-4.8%
COc1ccc(S(=O)(=O)N(C)CC(=O)N2CCCC2)cc1Cl	2.4%
COc1ccc(C)cc1S(=O)(=O)N(C)CC(=O)N1CCC(C)CC1	2.3%
COc1cccc(NC(=O)Nc2ccc3c(c2)nc(C)n3C)c1	-7.9%
CCOc1cccc(C2C(C#N)=C(N)Oc3cc(C)[nH]c(=O)c32)c1OCC (centres undefined)	0.9%[57.5 µM]
COc1ccccc1NC(=O)Nc1sccc1-c1nc2ccccc2s1	5.9%[57.5 µM]
O=C(c1cccc(F)c1)N1CCC[C@@]2(CCN(Cc3ccccc3)C2)C1	-8.0%
N[C@H](Cn1ccc(=O)n(Cc2ccccc2C(=O)O)c1=O)C(=O)O	-8.4%
Cc1ccc([N+](=O)[O-])cc1N=Cc1ccc(Br)s1	?
CC1CCN(CCCNC(=O)c2ccc(CS(=O)(=O)Cc3ccccc3F)o2)CC1	12.9%
Cc1cc(Nc2cccc(F)c2)n2ncnc2n1	1.0%
O=C(O)c1cc2ccccc2c(Cc2cc3ccccc3c(C(=O)O)c2O)c1O (tested in a mixture with another compound)	-6.2%[25.7 µM]
CCO[C@@H]1OC(C(=O)N2CCCCCCC2)=C[C@H](c2csc3ccccc23)[C@H]1CCCO	-1.1%[57.5 µM]
COc1ccc(C2=CC3=C(Br)C(=O)C(C)(OC(=O)c4cccs4)C(=O)C3=CO2)cc1 (centres undefined)	-2.2%
O=C(/C=C/c1ccc([N+](=O)[O-])cc1)NCCc1ccc(F)cc1	-6.7%
Nc1ncnc2c1ncn2[C@@H]1O[C@H](COP(=O)(O)OP(=O)(O)O)[C@@H](O)[C@H]1O	6.9%
CCOc1ccc(NS(=O)(=O)c2cc(OCC(N)=O)c(C)cc2Cl)cc1	-7.9%
CC(C)N(CC(=O)Nc1ccc(Cl)cc1C(F)(F)F)C(=O)CCl	-6.1%
O=C(NCCc1cccs1)C1CC(c2cccc(F)c2)=NO1 (centres undefined)	-4.0%[57.5 µM]
CCc1nnc(NC(=O)c2c(O)c3c([nH]c2=O)CCCC3)s1	2.5%
c1ccc2c(c1)COC(CN1CCCCC1)OC2	-3.4%
Cc1ccc(S(=O)(=O)NCC(=O)N(CC(=O)NCc2ccco2)Cc2ccco2)cc1	3.1%
Going on with the list.
SMILES	ERK EGF inh
Cc1cc(C)c(NC(=O)c2ccc(CNS(=O)(=O)c3cc(C(F)(F)F)ccc3Cl)cc2)c(C)c1	0.7%
C=C(C)[C@@H]1CC[C@]2(C(=O)O)CC[C@]3(C)[C@H](CC[C@@H]4[C@@]5(C)CC[C@H](O)C(C)(C)[C@@H]5CC[C@]43C)[C@@H]12	19.3%[57.5 µM]
CC1CN(C(=O)c2ccccc2)C(=Nc2cccc(S(=O)(=O)N(C)C)c2)S1 (centres undefined)	0.6%
Cc1ccc(F)cc1NC(=O)N1CCN(c2ccnc3cc(Cl)ccc23)CC1	?
CCc1cc2c(=O)c(-c3nc4ccccc4n3C)coc2c(CN2CCN(C)CC2)c1O	9.9%[57.5 µM]
O=C(CC1c2ccccc2Oc2ccccc21)Nc1ccccc1C(F)(F)F	4.8%
O=c1c(-c2ccc(F)cc2)[n+]([O-])c2ccccc2n1OCc1ccccn1	-4.6%
N#CCCCS(=O)(=O)c1nnnn1-c1ccc(Br)cc1	1.6%
Cc1cc(C(=O)O)ccc1-c1ccc(/C=C2\NC(=O)N(Cc3ccccc3Cl)C2=O)o1	?
COc1ccc(Cl)cc1NC(=S)Nc1cccnc1	-0.3%
CCN(C(=O)COC(=O)c1cc(S(=O)(=O)N2CCc3ccccc32)ccc1OC)C1CCS(=O)(=O)C1 (centres undefined)	-5.9%
CC(/C=C/c1ccccc1)=N\NC(=S)NC(C)C	7.6%
Cc1ccc(C(C(=O)NC2CCCC2)N2CCCCC2)cc1 (centres undefined)	1.9%
CCOC(=O)c1sc2nc(-c3ccccc3)ccc2c1N	-3.4%
O=C(NCc1ccco1)c1ccc(F)c(S(=O)(=O)N2CCCCC2)c1	1.7%
Cc1cc(=O)[nH]c(SCC(=O)Nc2ccccc2[N+](=O)[O-])n1	-3.2%[57.5 µM]
O=C(O)c1cc(N2N=C(C(F)(F)F)/C(=C/C=C/c3ccco3)C2=O)ccc1Cl	27.7%
O=C(N/N=C/c1cccnc1)c1cccc(N2CCCC2=O)c1	-0.3%[57.5 µM]
COC(=O)CN1C(C)=Nc2ccc(C)cc2C1c1ccccc1 (centres undefined)	5.9%
O=C(Nc1nnc(C2=COCCO2)o1)c1ccc(S(=O)(=O)N2CCCCC2)cc1	-2.0%
Cc1cccc(C(=O)NC(C)C(c2cccs2)N2CCOCC2)c1 (centres undefined)	-3.7%[57.5 µM]
O=C(NC(=S)Nc1ccc2ncccc2c1)c1ccccc1	-1.6%
CCn1c(C)cc(/C=C2/SC(=S)N(CC(=O)O)C2=O)c1C	10.8%
CCOc1ccccc1OCCOc1ccc(F)cc1	-5.1%[57.5 µM]
O=C(/C=C/c1cccs1)NCc1ccccc1	2.7%

Single entries from the entries so far:
ERK EGF inh result of CCn1c(C)cc(/C=C2/SC(=S)N(CC(=O)O)C2=O)c1C → 10.8%
ERK EGF inh result of CCN(C(=O)COC(=O)c1cc(S(=O)(=O)N2CCc3ccccc32)ccc1OC)C1CCS(=O)(=O)C1 (centres undefined) → -5.9%
ERK EGF inh result of COc1ccc(Cl)cc1NC(=S)Nc1cccnc1 → -0.3%
ERK EGF inh result of O=c1c(-c2ccc(F)cc2)[n+]([O-])c2ccccc2n1OCc1ccccn1 → -4.6%

(listing goes on)
SMILES	ERK EGF inh
O=S(=O)(c1ccc(F)cc1F)N1CCCN(c2ccc(C(F)(F)F)cn2)CC1	6.5%[57.5 µM]
Cc1cc(N2CCCCC2)nc2ccccc12	2.3%
O=c1[nH]c(CSc2ncnc3sccc23)nc2ccccc12	-18.3%[57.5 µM]
O=C(N/N=C/c1cc(Br)ccc1O)C(c1ccncc1)N1CCOCC1 (centres undefined)	2.4%
O=C(NNC(=S)Nc1ccc(OC(F)F)cc1)c1cc2c(s1)CCCC2	6.3%
O=C(Nc1cccc(Cl)c1)Nc1ccccc1-n1ccnc1	-12.5%[57.5 µM]
C(#Cc1ccccc1)C[N+]1(CC#Cc2cccc3ccccc23)CCCC1	3.9%
O=C(CSc1nc2[nH]ncc2c(=O)n1-c1ccccc1)N1CCCc2ccccc21	-2.8%[57.5 µM]
Cc1c(CN2CCCCC2)c(O)n(CCO)c(=O)c1C#N	-9.7%
CC(=O)NC(CCS(C)(=O)=O)C(=O)Nc1cccc(C)c1C (centres undefined)	-6.3%
O=C(Cn1cnc2cc([N+](=O)[O-])ccc2c1=O)NC1CCS(=O)(=O)C1 (centres undefined)	4.4%
O=[N+]([O-])c1ccc(COc2ccc(Br)cc2CN2CCOCC2)cc1	-1.9%
CN1C2=NCCN2C(=O)c2cc(Cl)ccc21	-1.6%[57.5 µM]
CC(C)C(c1nnnn1CCc1ccccc1)N1CCC(C(N)=O)CC1 (centres undefined)	-0.9%
O=C(CO/N=C/c1ccc2c(c1)OCO2)Nc1cccc(Br)c1	-4.1%
O=C(COc1ccc(Br)cc1)NCc1cn2ccccc2n1	9.7%[57.5 µM]
O=C(Nc1nc2cc3c(cc2s1)OCO3)C1=COCCO1	-3.2%
COC(=O)c1ccccc1NC(=O)N1CCN(c2ccccc2)CC1	-7.9%
O=C(Nc1ccc2c(c1)OCO2)c1ccc(N2CCCC2)c([N+](=O)[O-])c1	?
N#C/C(=C\C1=C(N2CCOCC2)C(=C\c2ccccc2)/CC1)C(=O)Nc1ccccc1F	7.08µM*
COCC(=O)N1CCC2(CCCN(C(=O)Nc3cccc(C#N)c3)C2)CC1	-7.3%
Cc1cccc(C)c1NC(=O)CS(=O)CC(=O)NC1CCCc2ccccc21 (centres undefined)	-3.5%
CC(C)(C)c1csc(NC(=O)Cc2cccs2)n1	2.2%
C=CCn1c(C(c2ccccc2)c2ccccc2)n[nH]c1=S	24.7%
COc1ccccc1C(=O)Nc1ccc(C(=O)O)cc1	-3.2%

Records listed so far marked active in ERK EGF inh:
SMILES	ERK EGF inh
N#C/C(=C\C1=C(N2CCOCC2)C(=C\c2ccccc2)/CC1)C(=O)Nc1ccccc1F	7.08µM*

Next section
SMILES	ERK EGF inh
CCn1ncc(CN2CCCC(C(=O)c3cccc(OC(C)C)c3)C2)c1C (centres undefined)	-22.7%
OCCCNc1nc(-c2ccccc2)nc2c1oc1ccccc12	-1.6%[57.5 µM]
CCOc1cc(/C=N\Nc2nc(Nc3ccccc3)nc(N3CCOCC3)n2)ccc1OC(=O)c1ccco1	-5.2%
C=CCNC(=O)CN1C(=O)C2C3c4ccccc4C(c4ccccc43)C2C1=O (centres undefined)	-3.4%
O=C(Nc1ccccc1)c1ccc2snnc2c1	3.9%
C=CCc1ccccc1OCC(O)CN1CCN(CCN2C(=O)c3cccc4cccc(c34)C2=O)CC1 (centres undefined)	8.0%
O=C(OCC(=O)C12CC3CC(CC(C3)C1)C2)c1cccnc1	-4.7%
COc1ccc(C(=O)Nc2ccc(N3CCN(C(=O)C(C)C)CC3)cc2)cc1[N+](=O)[O-]	28.5%
FC(F)(F)c1cnc(Oc2cccc3ccccc23)c(Cl)c1	9.4%
CCOc1ncccc1C(=O)OCC(=O)Nc1ccc(C)c(S(=O)(=O)N(C)C)c1	1.8%
COc1cc(C=O)c([N+](=O)[O-])cc1OC	5.7%
CCN(C(=O)COC(=O)c1cccnc1Nc1cccc(C(F)(F)F)c1)C1CCS(=O)(=O)C1 (centres undefined)	9.2%
O=C(CN1CCCC1)Nc1ccc([N+](=O)[O-])cc1	-12.6%
CCn1c(C)nc2cc(C(=O)N3N=C(CCOC)CC3(O)C(F)(F)F)ccc21 (centres undefined)	18.3%[57.5 µM]
NC(=O)[C@H]1CC2(CC(c3cccc(NC(=O)COc4ccc(Cl)cc4)c3)=NO2)CN1C(=O)c1ccc(Cl)cc1 (some centres undefined)	2.1%[57.5 µM]
CC(NC(=O)Cc1ccc(F)cc1)c1ccc(F)cc1 (centres undefined)	3.7%
CC1CC(NC(=O)c2cnc3n(c2=O)CCS3)CC(C)(C)C1 (centres undefined)	5.2%[57.5 µM]
Cc1noc(C)c1C(=O)N1CCC2(CCN(Cc3nccs3)CC2)CC1	16.0%
CC(=O)Nc1ccc(S(=O)(=O)Nc2nc3ccccc3nc2N2CCc3ccccc3C2)cc1	5.3%
O=C(Nc1ccc(Cl)c([N+](=O)[O-])c1)C(NCCCO)c1ccccc1 (centres undefined)	0.7%
CC(Sc1nc(-c2ccccc2)cc(C(F)(F)F)n1)C(=O)N1CCC(C(N)=O)CC1 (centres undefined)	5.5%
CCOC(=O)C1=C(O)C(=O)N(C2CCCCC2)C1	-2.4%[57.5 µM]
CCSc1nnc(NC(=O)C2CCN(S(=O)(=O)c3c(C)c(C)cc(C)c3C)CC2)s1	10.0%
Cc1ccc(S(=O)(=O)N(C)C)cc1-n1c(SCC(=O)N(C)C)nc2ccccc2c1=O	-4.1%
CCOC(=O)c1cc(CC)sc1NC(=O)COc1ccc2c(C)cc(=O)oc2c1	-3.7%

An excerpt of these results, as labelled records.
Structure: FC(F)(F)c1cnc(Oc2cccc3ccccc23)c(Cl)c1
  ERK EGF inh: 9.4%
Structure: CCOc1cc(/C=N\Nc2nc(Nc3ccccc3)nc(N3CCOCC3)n2)ccc1OC(=O)c1ccco1
  ERK EGF inh: -5.2%
Structure: CCOc1ncccc1C(=O)OCC(=O)Nc1ccc(C)c(S(=O)(=O)N(C)C)c1
  ERK EGF inh: 1.8%
Structure: CCn1ncc(CN2CCCC(C(=O)c3cccc(OC(C)C)c3)C2)c1C (centres undefined)
  ERK EGF inh: -22.7%

Further results follow.
SMILES	ERK EGF inh
O=C(Nc1ccc2c(c1)OCO2)C1CCN(C(=O)c2ccc(Cl)cc2)CC1	-7.2%
O=C(Cn1ncc2c1-c1ccccc1OC2)N1CCc2ccccc21	3.2%
O=C(ONC1=NCCCCC1)c1ccc([N+](=O)[O-])cc1	-0.9%
NNC(=O)c1ccc(COCC(F)(F)F)cc1	-2.2%[57.5 µM]
O=C(c1ccco1)N(Cc1ccccc1)Cc1ccccn1	2.7%
Cc1c(-c2ccc(/C=N/NC(=O)C(=O)Nc3ccccc3F)o2)cccc1[N+](=O)[O-]	1.5%[57.5 µM]
O=C(CSc1nnc(COc2ccc(Cl)cc2)o1)N1CCOCC1	-12.9%
Cc1c(-c2csc(N)n2)cnn1C	6.4%
CC(=O)NCC1CCCN(Cc2cn(-c3ccccc3)nc2-c2ccc3c(c2)OCO3)C1 (centres undefined)	-3.9%
Cc1ccc(CNC(=O)N2CCN(C)CC2)cc1	9.3%
CCOc1ccc(N2C(=O)CC(NCCc3c[nH]c4ccccc34)C2=O)cc1 (centres undefined)	-7.0%
S=c1[nH]nc(-c2cc(-c3ccccc3)n[nH]2)n1/N=C/C(Br)=C/c1ccccc1	?
Cn1nnnc1SCC1=C(C(=O)O)N2C(=O)[C@@H](NC(=O)[C@@H](O)c3ccccc3)[C@@H]2SC1	2.7%[25.7 µM]
CCCCC(=O)NNC(=O)CC(=O)Nc1ccccc1C(=O)O	-1.2%[57.5 µM]
Cc1ccc(S(=O)(=O)N/N=C/c2cccs2)cc1	6.0%
O=C(CCl)c1ccc2c(c1)CCN2C(=O)C1CCCCC1	-2.8%
O=C(CNC(=S)N(CCCN1CCOCC1)Cc1cccs1)NCCCN1CCOCC1	-2.9%
COc1ccccc1/C=N/NC(=O)c1ccc(-c2ccccc2)cc1	-0.9%
CC(=O)[C@H]1[C@H](CCc2ccccc2)NC(=O)N(Cc2ccccc2)[C@@H]1C	2.6%[57.5 µM]
CC1c2ccsc2CCN1C(=O)NC(=O)c1ccc(Cl)cc1 (centres undefined)	13.5%[57.5 µM]
